GLS inh – inhibitors of human glutaminase (GLS). O94925. GLS enzymatic activity, qHTS titration. Potency, µM (doses to about 45.5 µM), without a hit: top-dose activity change, negative = inhibition, hits mostly inhibitors. 410,000 compounds, 0.21% hits; active = well fitted inhibition curve with a large enough effect
Target sequence (O94925 whole entry, looked up): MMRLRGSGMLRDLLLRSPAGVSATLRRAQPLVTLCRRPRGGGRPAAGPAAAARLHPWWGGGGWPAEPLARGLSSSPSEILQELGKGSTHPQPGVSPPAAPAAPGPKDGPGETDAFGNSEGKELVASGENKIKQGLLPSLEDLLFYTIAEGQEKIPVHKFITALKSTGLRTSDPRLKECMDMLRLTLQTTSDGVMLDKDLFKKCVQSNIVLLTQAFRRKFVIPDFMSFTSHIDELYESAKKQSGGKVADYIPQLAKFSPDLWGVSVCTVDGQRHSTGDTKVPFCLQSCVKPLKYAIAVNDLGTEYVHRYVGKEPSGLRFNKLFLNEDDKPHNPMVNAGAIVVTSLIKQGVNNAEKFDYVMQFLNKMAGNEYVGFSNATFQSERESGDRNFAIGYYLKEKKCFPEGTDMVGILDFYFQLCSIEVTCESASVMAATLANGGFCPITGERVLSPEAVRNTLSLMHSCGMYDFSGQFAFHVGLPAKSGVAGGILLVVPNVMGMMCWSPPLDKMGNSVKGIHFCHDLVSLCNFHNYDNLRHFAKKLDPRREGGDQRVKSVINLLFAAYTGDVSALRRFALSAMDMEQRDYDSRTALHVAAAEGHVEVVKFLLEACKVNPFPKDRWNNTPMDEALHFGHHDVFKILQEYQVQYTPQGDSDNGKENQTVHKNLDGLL
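Enzyme dispensed in phosphate buffer (45 mM, pH 8.2, 0.02% Tween-20), compounds pinned in, then 1 mM L-glutamine solution and the glutamate oxidase–HRP–Amplex Red mix added; fluorescence read immediately and again after 30 min at room temperature.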
Active calls of the source: *; [ ] = remark or other dose. % is set by controls: 0 for no effect and ±100 for the full control effect; potency is the fitted concentration of half-maximal effect. The list is partial; rates above refer to the full screens.

1	N#CC(=Cc1ccc(-c2ccccc2)cc1)C(=O)c1ccccc1
  GLS inh = -15%

2	N#CC(c1ccccc1)c1ccc([N+](=O)[O-])cc1 (configuration not stated)
  GLS inh = 0%

3	CC(C)(C)c1ccc(C(=O)N2CCC2(C)C(=O)Nc2cccc3ccccc23)cc1 (configuration not stated)
  GLS inh = 1%

4	CCc1nc2c(OCc3c(C)noc3C)cccn2c1N(C)C(=O)c1ccccc1F
  GLS inh = 5%

5	CC[C@H](CO)Oc1cc(NCc2cccc(N)c2)c2ncn(C(C)C)c2c1
  GLS inh = 13%

6	COc1cccc(-c2cnc3c(NC=O)cc(-c4ccc(OC)cc4OC)cn23)c1
  GLS inh = 8%

7	CCOP(=O)(OCC)C(Cc1ccccc1)N=C(c1ccccc1)c1ccccc1 (configuration not stated)
  GLS inh = -5%

8	CCc1nc2c(OCc3ccc(Cl)cc3Cl)cccn2c1N(C)C(=O)c1ccccc1F
  GLS inh = 3%

9	CCc1nc2ccc(C(=O)Nc3cccc(OC)c3)cn2c1N(CC)CCOC
  GLS inh = 37%[activator]

10	O=C1NC[C@H](CCCCN2CCN(Cc3ccccc3)C(=O)C2=O)N(CCc2ccccc2)C1=O
  GLS inh = -2%

11	COc1ccc(CN2CCC2(C)C(=O)Nc2ccc(OC)c(OC)c2)cc1 (configuration not stated)
  GLS inh = 5%

12	Cc1ccc(S(=O)(=O)N2C[C@H]3C(=O)C[C@@H](c4ccccc4)N(S(=O)(=O)c4ccc(C)cc4)[C@H]3C[C@H]2c2cccc3ccccc23)cc1
  GLS inh = 1%

13	COc1cccc(S(=O)(=O)Nc2ccc3c(c2)[C@@H]2C[C@@H](CC(=O)NCc4ccc(Cl)cc4)O[C@@H](CO)[C@@H]2O3)c1
  GLS inh = -2%

14	O=S1(=O)CC(N2CCCC2)CN1C1CCCCC1 (configuration not stated)
  GLS inh = -1%

15	CC(C)C[C@@H](CN1CCC[C@@H]1CN1C(=S)NC[C@@H]1Cc1ccccc1)N1C[C@H](Cc2ccc(O)cc2)N(CCc2ccccc2)C1=S
  GLS inh = 21%

16	CCc1nc2ccc(C(=O)NCCOc3ccc(OC)cc3)cn2c1N(CCN(C)C)CC1CC1
  GLS inh = 35%[activator]

17	CSc1ccc(OC2(C)CCN(Cc3ccc(C(C)C)cc3)C2)cc1 (configuration not stated)
  GLS inh = 9%

18	COCOc1cccc(CN2CCC2(C)C(=O)Nc2ccc3c(c2)OCO3)c1 (configuration not stated)
  GLS inh = 5%

19	CCNC(=O)C1(C)CCCN1C(=O)c1ccc(N(C)C)cc1 (configuration not stated)
  GLS inh = 25%

20	O=NN(C(=O)NC1CCC(C(=O)O)CC1)C1CCC(C(=O)O)CC1 (configuration not stated)
  GLS inh = -9%

21	O=c1[nH]c(=S)[nH]c2c1C(c1ccc(F)cc1)OC(CCOCc1ccccc1)C2 (configuration not stated)
  GLS inh = 5%

22	COCCNC(=O)C1(C)CCCN(C(=O)c2ccc(OC)cc2OC)C1 (configuration not stated)
  GLS inh = -2%

23	CCc1nc2ccc(C(=O)NCCCN(C)C)cn2c1N(CC)CCOC
  GLS inh = 1%

24	COc1cc(CN2CCC(C(=O)NC(c3ccc(F)cc3)c3ncccc3C)CC2)cc(OC)c1 (configuration not stated)
  GLS inh = 1%

25	CCc1nc2ccc(C(=O)Nc3cccc(NS(C)(=O)=O)c3)cn2c1N(C)C(=O)Cc1ccccc1
  GLS inh = 22%

26	COc1ccc(S(=O)(=O)N2CCCCC2c2cc(C(=O)Nc3ccc4c(c3)OCO4)no2)cc1 (configuration not stated)
  GLS inh = -7%

27	COc1ccc(CNC(=O)c2ccc(-c3ccc(F)c(F)c3)c3ccoc23)cc1OC
  GLS inh = 1%

28	CCc1nc2ccc(C(=O)Nc3cccc(OC)c3)cn2c1N(CC)Cc1cccc(Br)c1
  GLS inh = -1%

29	CC(C)C[C@H]1CN([C@@H](Cc2ccccc2)CN2CCC[C@@H]2CN2C(=O)C(=O)NC[C@@H]2Cc2ccc(O)cc2)C(=O)C(=O)N1CC1CCCCC1
  GLS inh = 9%

30	CCCCCc1c(-c2ccc(F)cc2F)ncn1CCc1ccccc1OC
  GLS inh = 4%

31	CCOC(=O)C1(C)CCN1C(=O)c1ccco1 (configuration not stated)
  GLS inh = 5%

32	Cc1cc2oc(=O)cc(CN3CCCC3)c2cc1Cl
  GLS inh = -1%

33	CCc1nc2ccc(C(=O)NCCc3ccccn3)cn2c1N(CCC(C)C)CCN(C)C
  GLS inh = 18%

34	O=C1C(=Cc2ccc(F)cc2)CCc2ccccc21
  GLS inh = -12%

35	Cc1ccc(NC(=O)c2ccc(-c3cc(Cl)ccc3Cl)o2)c(C)c1
  GLS inh = -4%

36	COc1ccc(NC(=O)C2(C)Cc3c(-c4cccc(NC(C)=O)c4)ccnc3O2)cc1OC (configuration not stated)
  GLS inh = 7%

37	COC[C@H]1CCCN1[C@H]1CS(=O)(=O)N[C@@H]1COCc1ccccc1
  GLS inh = 5%

38	CCOC(=O)C1=CCN(S(=O)(=O)c2ccc(C)cc2)C1c1cccc(C)c1 (configuration not stated)
  GLS inh = -14%

39	COc1ccc(-c2cc(NC=O)c3ncc(-c4ccc(OC)c(OC)c4)n3c2)cc1OC
  GLS inh = -11%

40	CCCOc1ccc(F)cc1-c1cc(C(=O)NCc2ccccc2)[nH]n1
  GLS inh = -1%

41	CC1Cn2c(Cc3ccccc3)nnc2S1 (configuration not stated)
  GLS inh = -5%

42	COc1ccc(-c2oc3c(c2C(=O)OCCO)C(OCCO)CCC3)cc1 (configuration not stated)
  GLS inh = 2%

43	O=C(/C=C/[C@H]1O[C@@H](n2ccc(=O)[nH]c2=O)[C@H](O)[C@@H]1O)NC1CCN(Cc2ccccc2)C1 (some centres not stated)
  GLS inh = 27%

44	Cc1cc(Br)cn2c(Cc3ccsc3)c(-c3ccc(Cl)cc3)nc12
  GLS inh = -5%

45	O=S1(=O)N[C@H](Cc2ccccc2)COc2cccc(N3CCN(Cc4ccccc4F)CC3)c21
  GLS inh = 1%

Two of these compounds in another layout:
| No. | GLS inh | Compound |
| --- | --- | --- |
| 3 | 1% | CC(C)(C)c1ccc(C(=O)N2CCC2(C)C(=O)Nc2cccc3ccccc23)cc1 (configuration not stated) |
| 4 | 5% | CCc1nc2c(OCc3c(C)noc3C)cccn2c1N(C)C(=O)c1ccccc1F |

Remaining list, next part:
entry	mol	GLS inh
46	CCOC(=O)N(C)c1c(CC)nc2c(OCc3ccc(OC(F)F)cc3)cccn12	12%
47	Cc1nnsc1C(=O)N1CCCC(C)(C(=O)NS(=O)(=O)C2CC2)C1 (configuration not stated)	-1%
48	CC(=O)Nc1cccc(Nc2cnccn2)c1	11%
49	CCCC(=O)O[C@]1(C(=O)COC(=O)CC)[C@@H](C)C[C@H]2[C@@H]3CCC4=CC(=O)C=C[C@@]4(C)[C@@]3(F)[C@H](O)C[C@@]21C	-20%
50	CC(=O)Nc1cc(-c2cccc(C(=O)NCCN(C)C)c2)cn2c(-c3ccc(S(C)(=O)=O)cc3)cnc12	-9%
51	CCc1nc2ccc(C(=O)N3CCN(S(=O)(=O)CC)CC3)cn2c1N(C)CCC(C)C	22%
52	CN(C(=O)CN1CCN(c2cc(-c3ccc(-c4ccccc4)cc3)ncn2)CC1)c1ccccc1	2%
53	OC[C@@H]1CN(Cc2ccccc2)C[C@H](n2ccc3c(N4CCCC4)ncnc32)O1	0%

4 compounds already listed, sorted by their value in GLS inh, highest first:
item	compound	GLS inh
48	CC(=O)Nc1cccc(Nc2cnccn2)c1	11%
47	Cc1nnsc1C(=O)N1CCCC(C)(C(=O)NS(=O)(=O)C2CC2)C1 (configuration not stated)	-1%
50	CC(=O)Nc1cc(-c2cccc(C(=O)NCCN(C)C)c2)cn2c(-c3ccc(S(C)(=O)=O)cc3)cnc12	-9%
49	CCCC(=O)O[C@]1(C(=O)COC(=O)CC)[C@@H](C)C[C@H]2[C@@H]3CCC4=CC(=O)C=C[C@@]4(C)[C@@]3(F)[C@H](O)C[C@@]21C	-20%

Further records
entry	mol	GLS inh
54	CCOC(=O)N(C)c1c(CC)nc2c(OCc3ccccc3)cccn12	4%
55	CC(=O)NC(c1cccc(F)c1)c1nc(-c2cccc(F)c2)cs1 (configuration not stated)	0%
56	CC(C)NC(=O)C1(C)CCN1C(=O)c1ccccc1 (configuration not stated)	11%
57	CCCNC(=O)C1(C)CCN(CCC(=O)c2ccc(Br)cc2)C1 (configuration not stated)	5%
58	CC(C)C(N)c1csc(NC(=O)Nc2cccc(C(F)(F)F)c2)n1 (configuration not stated)	0%
59	Cc1ccc(Cc2c(-c3ccco3)nc3c4ccccc4ccn23)cc1	4%
60	CCCC(=O)N1CCC1(C)C(=O)Nc1ccc2nccnc2c1 (configuration not stated)	0%
61	CCC(CC)CN1CCC(CN2C(=O)C(=O)NC[C@@H]2CC(C)C)CC1	-9%

Three records drawn at random from the list so far:
entry	mol	GLS inh
1	N#CC(=Cc1ccc(-c2ccccc2)cc1)C(=O)c1ccccc1	-15%
2	N#CC(c1ccccc1)c1ccc([N+](=O)[O-])cc1 (configuration not stated)	0%
34	O=C1C(=Cc2ccc(F)cc2)CCc2ccccc21	-12%

(more compounds)
entry	mol	GLS inh
62	COc1ccc(C(=O)CSC(=S)N2CCCCC2)cc1	4%
63	CN1OC[C@@H]2CN3C(=O)N(c4cccc5ccccc45)c4ccccc4[C@@H]3C[C@@H]21	4%
64	Cc1cc(C)cc(-n2c3ccc(NC(=O)Cc4cccc5ccccc45)cc3c(=O)n2C)c1	1%
65	CC(C)C[C@H]1CN([C@@H](CC(C)C)CN2CCC[C@H]2CN2C(=O)C(=O)NC[C@@H]2Cc2ccc(O)cc2)C(=O)C(=O)N1CC1CCCCC1	-3%
66	CC(=O)Nc1cncc(-c2cccc(C(=O)N3CCOCC3)c2)n1	-7%
67	Cc1c(COc2ccc3ccccc3c2)nnn1CC(=O)NS(=O)(=O)c1ccccc1C(F)(F)F	27%
68	CCOC(=O)C1CCCN(C(=O)c2ccc(N(C)C)cc2)CC1 (configuration not stated)	36%[activator]
69	OC(c1ccc(F)cc1)c1nc(-c2cc3ccccc3o2)cs1 (configuration not stated)	5%
70	O=S1(=O)CC(N2CCN(CCO)CC2)CN1C1CCCCC1 (configuration not stated)	-2%
71	CCCCC[C@H](C)N1C[C@@H](COCc2ccccc2)Oc2cc(N3CC[C@@H](N(C)C)C3)ccc2S1(=O)=O	10%
72	CC(=O)c1cccc(-c2ccnc3c2CC(C(=O)Nc2ccc(F)c(Cl)c2)O3)c1 (configuration not stated)	-10%
73	CC(C)(C)c1ccc(C(=O)N2CCC(=O)N([C@H](COCc3ccccc3)Cc3ccccc3)CC2)cc1	-7%
74	COc1cccc(-c2cc(CNC(=O)[C@H]3O[C@@H](n4ccc(=O)[nH]c4=O)[C@H](O)[C@@H]3O)no2)c1	0%
75	O=C(NCC(F)(F)F)c1cc2c(c(-c3cccc(-c4ccccc4F)c3)n1)[C@H](CCO)N(C(=O)CC1CC1)C2	-8%
76	COC(=O)[C@]12CCCCC=C1N(Cc1cccc3ccccc13)C(=O)[C@H](CC(=O)NCc1ccc(OC)c(OC)c1)C2	-4%
77	Oc1ccc(C[C@H]2CNC(=S)N2C[C@H]2CCCN2C[C@H](Cc2ccccc2)N2C[C@H](Cc3ccccc3)N(CC3CCCCC3)C2=S)cc1	10%

4 structures from above, ordered by length of the SMILES, highest first:
entry	mol	GLS inh
77	Oc1ccc(C[C@H]2CNC(=S)N2C[C@H]2CCCN2C[C@H](Cc2ccccc2)N2C[C@H](Cc3ccccc3)N(CC3CCCCC3)C2=S)cc1	10%
75	O=C(NCC(F)(F)F)c1cc2c(c(-c3cccc(-c4ccccc4F)c3)n1)[C@H](CCO)N(C(=O)CC1CC1)C2	-8%
72	CC(=O)c1cccc(-c2ccnc3c2CC(C(=O)Nc2ccc(F)c(Cl)c2)O3)c1 (configuration not stated)	-10%
70	O=S1(=O)CC(N2CCN(CCO)CC2)CN1C1CCCCC1 (configuration not stated)	-2%

(next part)
entry	mol	GLS inh
78	Nc1[nH]c(C(=O)c2ccccc2)c(-c2ccc(Br)cc2)c1C(=O)NCCc1c[nH]c2ccccc12	24%
79	CCC(=O)N1CCCC(C)(C(=O)Nc2ccc(OC)c(F)c2)C1 (configuration not stated)	-10%
80	O=C(NCc1ccco1)c1cccc(-c2cncc3nccn23)c1	-11%
81	CCc1nc2ccc(C(=O)Nc3cc(-c4ccccc4)ccc3OC)cn2c1N(C=O)CCC(C)C	2%
82	Nc1nc2c(ncn2[C@@H]2O[C@H](CNCc3ccccc3)[C@@H](O)[C@H]2O)c(=O)[nH]1	10%
83	CCC(=O)N1CCC1(C)C(=O)NCc1ccccc1SC (configuration not stated)	-10%
84	CC(=O)Nc1ccc(NC(=O)C2(C)Cc3c(-c4ccc(NC(C)=O)cc4)ccnc3O2)cc1 (configuration not stated)	0%
85	O=C(NCc1ccncc1)[C@@H]1CCCN1C(=O)[C@H]1CCCN1C(=O)c1c(F)cccc1F	-1%
86	O=C1NC[C@H](CCCCN2C[C@H](Cc3ccccc3)N(CCC3CCCCC3)C(=O)C2=O)N(CCc2ccc(O)cc2)C1=O	10%
87	COc1ccc(C(C)(O)c2nc(-c3cccc(C(C)C)c3)cs2)cc1 (configuration not stated)	-16%
88	Cc1ccc(S(=O)(=O)NC(=O)C2(C)CCN2C(=O)Cc2ccc(C(C)(C)C)cc2)cc1 (configuration not stated)	-3%
